Bioassay records from PubChem BioAssay.
S100A4 MyoIIA – S100A4-myosin IIA interaction inhibition; inhibition, % at 10.7 µM; AID 652163; 360,000 compounds, 0.14% hits; S100A4/TAMRA-MyoIIA peptide fluorescence polarization;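 active = mean inhibition of at least 70% across replicates, with every replicate also reaching that level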
Target sequence (P26447 whole entry, looked up): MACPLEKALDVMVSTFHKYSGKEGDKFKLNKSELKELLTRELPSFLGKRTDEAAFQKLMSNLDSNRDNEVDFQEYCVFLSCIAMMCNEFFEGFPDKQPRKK
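Test system: S100A4 monomer protein; Medium: HEPES pH 7.2 with CaCl2, KCl, NaCl, DTT, Triton; Probe or stimulus: TAMRA-labelled myosin IIA heavy-chain peptide probe, 5 nM; Doses: one dose per compound; Times: polarization read 5 min after assay mix addition, stable 5–60 min; Benchmarks: neutral control DMSO, positive control TFP.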
EWS-Fli inh – inhibitors of EWS/Fli oncoprotein transcriptional activity; 350,000 compounds, 0.67% hits; A673 NR0B1-luciferase reporter, viability-normalised; inhibition, % at 12.6 µM;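 active = mean inhibition of at least 50% after viability correction, with every replicate also passing that limit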;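 note: firefly luciferase signal divided by Alamar Blue viability fluorescence both relative to DMSO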
LGR2 inh – inhibitors of bursicon-induced Drosophila LGR2 receptor cAMP signaling; 380,000 compounds, 0.35% hits; HEK293 LGR2, CRE-luciferase, bursicon-stimulated, 4 h; AID 720647; inhibition, % at 9.99 µM;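 active = drop in luminescence signal, shown as inhibition above about 50% in the replicate tests, limit read from the data, passing the limit was not always enough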;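 note: agonist challenge used bursicon conditioned medium at about half maximal strength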
PglD inh – inhibitors of Campylobacter jejuni PglD acetyltransferase; purified PglD enzyme, DTNB colorimetric CoA detection; inhibition, % at 12.5 µM; 360,000 compounds, 0.098% hits; AID 602405; in the data active = inhibition above about 16%, passing the limit was not always enough; note: strong numbers were not always called active
ERAP1 HTS inh – ERAP1 (human) enzyme inhibition; recombinant ERAP1, Leu-AMC fluorescence, 60 min; inhibition, % at 10.7 µM; 340,000 compounds, 0.15% hits; AID 652197;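 active = mean replicate inhibition of at least 30%, or all replicates individually reaching that 30% level; inactive = mean below 30% and not every replicate reaching it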;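 note: 0% = neutral control wells and 100% = L-leucinethiol positive control wells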
Target sequence (Q9NZ08 whole entry, looked up): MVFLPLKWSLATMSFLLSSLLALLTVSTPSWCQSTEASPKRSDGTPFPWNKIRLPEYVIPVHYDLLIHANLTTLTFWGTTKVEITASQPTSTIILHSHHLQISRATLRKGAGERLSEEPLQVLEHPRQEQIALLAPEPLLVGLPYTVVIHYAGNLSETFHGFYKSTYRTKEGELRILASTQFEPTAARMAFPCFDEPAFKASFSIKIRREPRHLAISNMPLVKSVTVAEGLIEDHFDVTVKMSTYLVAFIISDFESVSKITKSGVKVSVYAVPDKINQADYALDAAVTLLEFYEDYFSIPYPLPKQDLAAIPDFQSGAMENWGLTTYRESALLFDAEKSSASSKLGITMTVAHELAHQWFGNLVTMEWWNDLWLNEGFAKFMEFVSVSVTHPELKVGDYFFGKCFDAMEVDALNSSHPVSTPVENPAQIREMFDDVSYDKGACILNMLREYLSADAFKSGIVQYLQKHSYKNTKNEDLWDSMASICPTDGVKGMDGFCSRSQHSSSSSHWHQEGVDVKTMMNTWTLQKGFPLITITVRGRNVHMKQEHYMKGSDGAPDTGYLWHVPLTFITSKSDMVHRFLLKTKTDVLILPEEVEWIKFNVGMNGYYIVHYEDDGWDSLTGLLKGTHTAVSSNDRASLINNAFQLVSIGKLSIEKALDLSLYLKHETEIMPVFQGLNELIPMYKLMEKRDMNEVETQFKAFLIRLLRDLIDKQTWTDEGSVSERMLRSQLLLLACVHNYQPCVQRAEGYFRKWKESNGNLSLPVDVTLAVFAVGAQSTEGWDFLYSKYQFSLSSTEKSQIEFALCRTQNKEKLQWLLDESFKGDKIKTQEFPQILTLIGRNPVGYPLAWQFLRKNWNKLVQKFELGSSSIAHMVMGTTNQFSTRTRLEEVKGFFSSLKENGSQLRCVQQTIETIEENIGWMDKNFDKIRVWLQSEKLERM
PGC1a acetyl inh – PGC1a acetylation modulation, inhibitor mode. inhibition, % at 15.6 µM. 350,000 compounds, 0.17% hits. U2OS PGC1a acetylation, AlphaScreen anti-acetyl-lysine; with virally co-expressed GCN5 acetyltransferase;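 active = every replicate shows inhibition of at least 40%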;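 note: 0% = neutral control wells and 100% = positive control wells; some results beyond the cut were filed as inactive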
PAX8 reporter – inhibitors of PAX8 transcriptional activity in RMG-I cells. RMG-I TPO-luciferase reporter, SteadyGlo, 24 h. inhibition, % at 12.6 µM. 360,000 compounds, 1.2% hits;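 active = mean replicate inhibition at least 60% with every replicate also reaching 60%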;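 note: luciferase light reporting Pax8 driven TPO promoter activity; plate controls were median of neutral control wells for no effect and mitoxantrone controls for full effect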
FN deposition inh – fibronectin deposition inhibition. AH1F fibroblasts, Alexa488-fibronectin deposition fluorescence, overnight. inhibition, % at 12.6 µM. 350,000 compounds, 0.086% hits. AID 743247;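 active = mean inhibition across replicates of 30% or more, regardless of how many single replicates reach that level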;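 note: positive control wells lacked labelled fibronectin entirely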
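Material: AH1F fibroblasts assembling fluorescent fibronectin matrix; amount: 10000 AH1F cells/well; medium: DMEM, 2% serum; reagent: Alexa488-fibronectin, 24 nM final in well; dosing: single compound dose, delivered by pin transfer; incubation: 1 h adhesion, overnight exposure; detection: fluorescence after three HBSS washes, excitation 485 nm, emission 525 nm; measure: fibronectin deposition inhibition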
An asterisk follows results filed as active; · = no result given; & = joins results of further samples; ! = not confirmed by another sample.

Sequence of screens: S100A4 MyoIIA, EWS-Fli inh, LGR2 inh, PglD inh, ERAP1 HTS inh, PGC1a acetyl inh, PAX8 reporter, FN deposition inh
> CNC(=S)NNC(=O)c1ccc(=O)n(Cc2ccc(Cl)cc2Cl)c1
  -4, 5, -14, 1, 0, 9, 10, 10
> Cc1cc(OCC(O)CN2C(C)CCCC2C)ccc1C(C)C (stereo unspecified)
  35, -4, 17, -3, 0, 7, 2, 12
> CCOc1ccc(N(C)S(=O)(=O)c2ccc(-c3cc(C)no3)s2)cc1
  3, 55*, 1, -3, 0, -20, 24, 0
> CC(C)(C)C(=O)N1CCC[C@@]1(CO)C(=O)O
  ·, ·, 20, 4, ·, -8, 2, -3
> CCCC#Cc1ccc2c(c1)[C@@H]1[C@@H](CCN1C(=O)CC1CC1)[C@@H](CO)N2C
  -18, 5, 6, -4, 0, -2, 1, -8
> Cc1ccc(N(Cc2ccccc2)C(=O)c2cccc(S(=O)(=O)N3CCOCC3)c2)cc1
  1, 6, 19, ·, 2, ·, ·, 6
> CC(C)NC(=O)COCc1cc(-c2ccc3c(c2)OCO3)on1
  -6, 3, -10, 8, 2, 4, -6, 1
> N#C/C(=C\c1cn(-c2ccccc2)nc1-c1cccnc1)c1nnc2n1CCCCC2
  ·, ·, ·, -3, ·, -9, 31, 5
> COc1cccc(-c2cnc3c(NC(C)=O)cc(-c4ccc(C(=O)N5CCOCC5)cc4)cn23)c1
  -7, -14, -12, 0, 2, -7, 16, -4
> COc1cc2nc(N3CCN(C(=O)[C@@H]4CCCO4)CC3)nc(N)c2cc1OC
  20, -20, -1, -1, -2, -3, -26, -1
> CCN1CCN(CCc2nc3cc(NC(=O)COc4ccc(Cl)cc4)ccc3n2C)CC1
  2, 9, -24, -8, 2, -5, -11, 2
> Cc1cccc(CN(C)C[C@@H]2OCc3cnnn3CCCC(=O)N([C@@H](C)CO)C[C@H]2C)c1
  -6&0&5, -18&1&5, 13&12, 7&0&2, 0&-1&0, 1&-4&2, -10&11, -6
> Cc1cccc(C)c1NC(=O)CCc1nnc2ccc(N3CCCC3)nn12
  0, -2, -8, 1, 0, 7, 1, -5
> COc1cc2c(cc1OC)C(CC(=O)O)N(C(=O)CC1CCCC1)CC2 (stereo unspecified)
  -7, -7, -10, 1, 0, ·, -7, -1
> Cc1ccccc1-c1nc(CS(=O)(=O)CC(=O)N(C)C2CCCCC2)c(C)o1
  8, 15, -2, 6, 5, 1, 13, -1
> COc1ccc(S(=O)(=O)Nc2ccc3c(c2)[C@H]2C[C@@H](CC(=O)N(C)C)O[C@@H](CO)[C@H]2O3)cc1
  1, -43, 13, 0, -2, 0, -4, 6
> COC(=O)c1c(C(=O)OC)c(-c2cccc(Cl)c2)n2c1CS(=O)C2 (stereo unspecified)
  -4, 7, -10, ·, 0, 1, -1, -2
> COc1ccc(NC(=O)CSCc2ccc(C#N)cc2)c(OC)c1
  -5, 0, -4, 1, 1, -3, -23, 2
> COc1ccc(-c2nc3cc(C)ccn3c2NC2CCCCC2)cc1SC1CCCCC1
  -14&-24, 30&17, 13&-12, -1, 1&1, -7, 37&12, -7&-5
> CCc1ccc(NC(=O)c2ccc3c(c2)CCN3S(C)(=O)=O)cc1
  -1, -56, -25, -2, 1, -3, ·, 12
> N#CC(=C(O)CN1CCN(c2ccccc2F)CC1)c1nc(-c2ccccc2)cs1
  -4, 0, -1, ·, 3, ·, -23, -1
> CCCCc1nc2sc3c(c2c(=O)n1NC(=O)c1ccco1)CC(C)(C)OC3
  2, -1, 0, ·, 0, ·, -7, 0
> COc1cccc(-c2noc(C3CCCN(C(=O)CC(C)(C)C)C3)n2)c1 (stereo unspecified)
  -1, -28, -52, ·, 0, ·, -70, 4
> Cc1csc(NC(=O)CSc2nc(=O)[nH]c3c2CCCC3)n1
  3, 1, -4, 3, 0, -4, 18, -4
> Cc1nn(CC2CC2)c(=O)n1-c1ccccc1
  -9, -1, 2, -5, 1, 12, 7, -22
> CCCNC(=O)N(C)C[C@H]1Oc2ncc(Br)cc2C(=O)N([C@@H](C)CO)C[C@H]1C
  -7, -4, 16, -2, 0, 3, -12, -12
> C=CCNc1oc(-c2ccc(Cl)cc2)nc1C#N
  -1, 7, -7, 2, 0, -21, 2, 6
> CCc1cccc(CC)c1C(O)c1cccnc1 (stereo unspecified)
  ·, ·, -2, 7, ·, -13, -15, 7
> O=C(O)c1ccc2c(c1)OCCOCCOCCOCCOCCO2
  -2, 8, -7, 4, 5, 13, -9, -3
> C/C(CC(=O)Nc1ccc(Cl)cc1Cl)=N\NC(=O)C(=O)NCCO
  3, -12, -9, -6, -4, -9, -3, 0

Entries of single compounds as entered above. Order of screens: S100A4 MyoIIA | EWS-Fli inh | LGR2 inh | PglD inh | ERAP1 HTS inh | PGC1a acetyl inh | PAX8 reporter | FN deposition inh
`C=CCNc1oc(-c2ccc(Cl)cc2)nc1C#N` is listed with -1 | 7 | -7 | 2 | 0 | -21 | 2 | 6
`Cc1cc(OCC(O)CN2C(C)CCCC2C)ccc1C(C)C` (stereo unspecified) is listed with 35 | -4 | 17 | -3 | 0 | 7 | 2 | 12

Next part:
Sequence of screens: S100A4 MyoIIA, EWS-Fli inh, LGR2 inh, PglD inh, ERAP1 HTS inh, PGC1a acetyl inh, PAX8 reporter, FN deposition inh
> Nc1ncnc2c1ncn2[C@@H]1O[C@H](C(=O)NS(=O)(=O)c2cccs2)[C@@H](O)[C@H]1O
  -1, -2, -5, -4, 13, -8, 2, 3
> CCC(=O)Nc1ccc2c(c1)OC[C@@H](C)N(C(=O)CN1CCOCC1)C[C@@H](C)[C@@H](OC)CN(C)C2=O
  36, -4, -10, -2, -2, ·, -6, 7
> CCN(CC(=O)Nc1ccc(NC(C)=O)cc1)C(=O)c1cccc2ccccc12
  -5, -4, -8, -2, 0, 0, 2, -10
> O=C(Nc1ccc(Cl)cc1)NC1CCS(=O)(=O)C1 (stereo unspecified)
  0, ·, -18, 3, -1, -5, ·, 16
> CCCCc1c(-c2ccccc2OC)ncn1Cc1cc(F)cc(F)c1
  3, -2, 0, ·, 0, ·, -1, 0
> CC(=O)N1CC2(C1)[C@H](c1ccccc1)[C@@H](CO)N2Cc1cccc(Cl)c1
  12, 0, -15, ·, 0, -3, -11, ·
> CC(C)C#Cc1ccc2c(c1)O[C@H](CN(C)C(=O)c1ccccc1)[C@H](C)CN([C@@H](C)CO)S2(=O)=O
  -3, -5, 13, 2, 1, -13, 8, ·
> Nc1c(C(=O)Nc2ccccc2)c2nc3ccccc3nc2n1-c1ccc(O)cc1
  2, 17, 1, -2, 0, -41, -11, 4
> COc1ccccc1Cn1c(C)c(C(=O)NCCC#N)sc1=O
  -1, 2, 0, 0, ·, ·, -6, 4
> CCCNC(=O)C[C@@H]1CC[C@@H]2[C@H](COC[C@@H](O)CN2C(=O)Nc2cccc(Cl)c2)O1
  1, ·, 22, 4, -7, 11, ·, -3
> O=C(C[C@@H]1C=C[C@H](NC(=O)C2CCOCC2)[C@@H](CO)O1)Nc1ccccc1
  9, 29, 6, ·, 3, 0, ·, ·
> O=C(CCNC(=O)C1CCN(S(=O)(=O)c2ccc(F)cc2)CC1)NCc1cccnc1
  3, -1, 22, -3, 2, 9, -7, -10
> CCn1ncc(C2=NOC(C(=O)N3CCC(C(N)=O)CC3)C2)c1C (stereo unspecified)
  ·, ·, 11, -7, ·, 6, ·, -6
> O=C(COC(=O)C1(c2ccc(F)cc2)CCCC1)NC1CC1
  ·, ·, 7, -4, ·, 6, ·, 11
> COCCNC(=O)C[C@H]1C[C@H]2c3cc(NS(C)(=O)=O)ccc3O[C@H]2[C@@H](CO)O1
  -2, 17, -4, -1, -1, 14, 3, 9
> O=CNc1cc(-c2ccccc2)cn2c(-c3ccc(F)c(Cl)c3)cnc12
  -5, 9, -26, -2, -1, 16, -4, -13
> Cc1ccc(Cn2c(=N)c(C(=O)NCC3CCCO3)cc3c(=O)n4ccccc4nc32)cc1 (stereo unspecified)
  12, 2, -39, -5, -444, ·, 4, 2
> COc1cccc(S(=O)(=O)N2C[C@@H]3N[C@H](C2)C3c2ccc(-c3cccc(C)c3)cc2)c1 (stereo partly specified)
  -2&12, 55*!, 1&-1, ·, 2&3, 1&-10, 69*!, -8&7
> CSCCC(NS(=O)(=O)c1ccccc1F)C(=O)NCc1ccncc1 (stereo unspecified)
  3, 2, -8, ·, -6, -20, -2, -2
> O=C(c1ccccc1F)N1C[C@H]2[C@@H](c3ccccc31)[C@H](CO)N2Cc1ccc2c(c1)OCO2
  -3, 16, 13, 2, 0, -22, 12, 6
> O=C(CN1CCN(S(=O)(=O)c2ccc(Br)cc2)CC1)N/N=C/c1ccncc1
  -5, 1, -14, ·, ·, ·, 9, 3
> COc1ccc(NC(=O)COC(=O)c2cc(=O)c3ccccc3o2)cc1OC
  2, -19, -11, -2, -2, ·, 12, -4
> CN1[C@@H]2c3ccc(-c4cccc(F)c4)c(=O)n3C[C@@H]2[C@@H](CO)[C@@H]1C(=O)NC1CCCCC1
  -5, 0, 10, 2, 0, ·, ·, ·
> N#Cc1cccc(NS(=O)(=O)c2ccc(S(=O)(=O)N3CCOCC3)cc2)c1
  -2, 3, 9, 0, 3, 13, 0, 5
> Cc1ccccc1NC(=O)c1cccc(NC(=O)c2ccccc2C(=O)O)c1
  0, -10, -8, ·, ·, 11, -3, -9
> C[C@@H]1CN([C@@H](C)CO)C(=O)c2cc(NS(=O)(=O)c3cn(C)cn3)ccc2O[C@H]1CN(C)Cc1ccc(C(F)(F)F)cc1
  -12, -3, -1, -1, 0, -3, 21, ·

Grouped by structure: the compounds so far with a Cl atom.
Sequence of screens: S100A4 MyoIIA, EWS-Fli inh, LGR2 inh, PglD inh, ERAP1 HTS inh, PGC1a acetyl inh, PAX8 reporter, FN deposition inh
> CNC(=S)NNC(=O)c1ccc(=O)n(Cc2ccc(Cl)cc2Cl)c1
  -4, 5, -14, 1, 0, 9, 10, 10
> CCN1CCN(CCc2nc3cc(NC(=O)COc4ccc(Cl)cc4)ccc3n2C)CC1
  2, 9, -24, -8, 2, -5, -11, 2
> COC(=O)c1c(C(=O)OC)c(-c2cccc(Cl)c2)n2c1CS(=O)C2 (stereo unspecified)
  -4, 7, -10, ·, 0, 1, -1, -2
> C=CCNc1oc(-c2ccc(Cl)cc2)nc1C#N
  -1, 7, -7, 2, 0, -21, 2, 6
> C/C(CC(=O)Nc1ccc(Cl)cc1Cl)=N\NC(=O)C(=O)NCCO
  3, -12, -9, -6, -4, -9, -3, 0
> O=C(Nc1ccc(Cl)cc1)NC1CCS(=O)(=O)C1 (stereo unspecified)
  0, ·, -18, 3, -1, -5, ·, 16
> CC(=O)N1CC2(C1)[C@H](c1ccccc1)[C@@H](CO)N2Cc1cccc(Cl)c1
  12, 0, -15, ·, 0, -3, -11, ·
> CCCNC(=O)C[C@@H]1CC[C@@H]2[C@H](COC[C@@H](O)CN2C(=O)Nc2cccc(Cl)c2)O1
  1, ·, 22, 4, -7, 11, ·, -3
> O=CNc1cc(-c2ccccc2)cn2c(-c3ccc(F)c(Cl)c3)cnc12
  -5, 9, -26, -2, -1, 16, -4, -13
